BCR signal inh: blocks chronic active B-cell receptor signaling | AID 493014 | Potency, µM (series often up to 46.1 µM), inactives show top-dose ratio change, negative = lower green/red ratio, most hits filed as inhibitors | actives 0.05% (n = 340,000) | ABC-DLBCL IkBa-CBG/CBR reporter, luminescence ratio, 4 h; active = well fitted inhibition curve with a large enough effect in the signal ratio, with a control signal flat, not every such curve was filed as active; inconclusive = small, poorly fitted or top-dose-only effect, or effect the other way, or a change in a side signal; the % refers to the signal ratio;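 note: potency is the fitted concentration of half-maximal effect; plate controls were basal doxycycline-induced cells for no effect and cells given 10 µM MG132 for full effect; MG132 reads +100%, hits lower the ratio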
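Doxycycline induced both beetle luciferases in TMD8 lymphoma cells; IKK-driven degradation limits the IkappaBalpha-fused green signal, while red luminescence normalises for cell number and nonspecific effects. Compounds tested up to 46 uM, 4 hrs.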
hERG WT inh: blocks the wildtype human KCNH2 potassium channel | Q12809 | U2OS, BacMam KCNH2, thallium flux FluxOr; stronger effect = lower value | activity change, % at 1.84 µM | actives 0.37% (n = 340,000);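 active = maximum activity change below -70%; inconclusive = maximum activity change between -70% and -50%; inactive = maximum activity change above -50%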; note: % is set by controls: 0 for no effect and ±100 for the full control effect
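U2OS cells were transduced with wild-type KCNH2 virus (2.03 x 10^8 / mL) for 4 h at room temperature, then cultured overnight at 37 C. Thallium flux was read with FluxOr dye. Rate constants were normalized to DMSO controls.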
TSHR antag: human thyrotropin receptor antagonism; TSHR-expressing cells, TSH-stimulated cAMP HTRF, 2 h; stronger effect = lower value; actives 0.2% (n = 330,000); activity change, negative = inhibition, % at 11.5 µM; AID 504810;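 active = activity change below a set negative limit, meaning inhibition stronger than a set level, cut at about -70% in these data; inconclusive = activity change between two set negative limits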; note: % is set by controls: 0 for no effect and ±100 for the full control effect
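Inhibition of cAMP made by TSHR-expressing cells under TSH stimulation (4nM final, EC80; 2 h, 37 deg C) is quantified with a one-step lysis HTRF kit, anti-cAMP cryptate versus cAMP-d2.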
MBNL1-CUG inh: inhibitors of human MBNL1 binding to CUG repeat RNA; TR-FRET MBNL1-His/biotin-(CUG)12 binding, 665/545 ratio; Q9NR56; Potency, µM (top dose mostly 57.5 µM), for inactives: at the top dose activity change, negative = inhibition, hits mostly inhibitors; actives 0.036% (n = 280,000); active = well fitted inhibition curve with a large enough effect in the signal ratio, with a control signal flat, not every such curve was filed as active; inconclusive = small, poorly fitted or top-dose-only effect, or effect the other way, or a change in a side signal; inactive = no such curve, though single readings can be large or run the other way; the % refers to the signal ratio; note: potency is the fitted concentration of half-maximal effect; % is set by controls: 0 for no effect and ±100 for the full control effect
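His-tagged MBNL1 binding to biotinylated (CUG)12 RNA was measured by TR-FRET using terbium anti-His antibody (0.055 ng/ul final) and streptavidin-XL665 (5 nM final). Compounds were titrated 92 nM to 58 uM; 60 min at room temperature.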
USP2a block: inhibitors of human ubiquitin-specific protease USP2a; O75604; USP2 core, Ub-CHOP2 coupled fluorogenic reporter, 485/531; Potency, µM (top dose mostly 38.3 µM), inactives show top-dose activity change, negative = inhibition, usual class: inhibitors; actives 0.01% (n = 330,000);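 note: potency is the fitted concentration of half-maximal effect; plate controls were DMSO wells for no effect and full inhibition by NEM control for full effect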
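Deubiquitinase activity read as fluorescence (485/531 nm) after Ub-CHOP2 cleavage activates the enterokinase reporter on its substrate; USP2 core 10nM, Ub-CHOP2 and substrate 25nM each, 30min compound preincubation then 60min RT; data normalized to NEM, curves fitted.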
GALK inh: galactokinase (human) inhibition | P51570 | Purified GALK, Kinase-Glo residual ATP luminescence | Potency, µM (highest dose often 57.5 µM), for the others: top-dose activity change, negative = inhibition, most hits filed as inhibitors | actives 0.007% (n = 270,000); note: potency is the fitted concentration of half-maximal effect; % is set by controls: 0 for no effect and ±100 for the full control effect
Target sequence (P51570 whole entry, looked up): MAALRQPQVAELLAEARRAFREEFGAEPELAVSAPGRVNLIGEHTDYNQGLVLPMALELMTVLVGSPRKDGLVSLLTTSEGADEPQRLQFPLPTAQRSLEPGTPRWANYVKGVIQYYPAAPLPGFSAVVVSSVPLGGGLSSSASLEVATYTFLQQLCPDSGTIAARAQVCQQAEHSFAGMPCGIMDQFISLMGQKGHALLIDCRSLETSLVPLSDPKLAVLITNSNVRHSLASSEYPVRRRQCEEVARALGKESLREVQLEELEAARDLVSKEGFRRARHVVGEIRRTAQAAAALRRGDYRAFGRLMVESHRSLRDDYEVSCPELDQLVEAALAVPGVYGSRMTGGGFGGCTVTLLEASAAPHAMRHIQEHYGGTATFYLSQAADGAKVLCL
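Human GALK (5 nM) with 35 uM ATP and 100 uM galactose in 20 mM HEPES pH 8.0, 5 mM MgCl2, 60 mM NaCl, 1 mM DTT, 0.01% BSA. After 1 h at room temperature, leftover ATP was read by Kinase-Glo Plus luminescence.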
Eya2 phos inh: Eya2 (human) phosphatase inhibition. Potency, µM (top dose mostly 76.9 µM), inactives show at the highest dose activity, negative = inhibition, hits mostly inhibitors. recombinant Eya2, OMFP fluorescence dephosphorylation (OMFP is methylfluorescein phosphate). O00167. actives 0.006% (n = 330,000); note: potency is the fitted concentration of half-maximal effect; % is set by controls: 0 for no effect and ±100 for the full control effect
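Eya2 (0.2 uM) preincubated 10 min at ambient with compound, then OMFP substrate added at 50 uM; 10 min reaction in 50 mM HEPES pH 7.5, 50 mM NaCl, 5 uM MgCl2, 0.05% BSA, 1 mM DTT. Fluorescence read at Ex 485/Em 525 nm.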
S-ASM inh: blocks human secretory acid sphingomyelinase. Potency, µM (titrated, usually from 57.5 µM), without a hit: at the top dose activity change, negative = inhibition, hits mostly inhibitors. P17405. placental ASM, HMU-PC fluorogenic substrate, 60 min. actives 0.006% (n = 340,000); note: potency is the fitted concentration of half-maximal effect
Target sequence (P17405 47-631 limits assumed): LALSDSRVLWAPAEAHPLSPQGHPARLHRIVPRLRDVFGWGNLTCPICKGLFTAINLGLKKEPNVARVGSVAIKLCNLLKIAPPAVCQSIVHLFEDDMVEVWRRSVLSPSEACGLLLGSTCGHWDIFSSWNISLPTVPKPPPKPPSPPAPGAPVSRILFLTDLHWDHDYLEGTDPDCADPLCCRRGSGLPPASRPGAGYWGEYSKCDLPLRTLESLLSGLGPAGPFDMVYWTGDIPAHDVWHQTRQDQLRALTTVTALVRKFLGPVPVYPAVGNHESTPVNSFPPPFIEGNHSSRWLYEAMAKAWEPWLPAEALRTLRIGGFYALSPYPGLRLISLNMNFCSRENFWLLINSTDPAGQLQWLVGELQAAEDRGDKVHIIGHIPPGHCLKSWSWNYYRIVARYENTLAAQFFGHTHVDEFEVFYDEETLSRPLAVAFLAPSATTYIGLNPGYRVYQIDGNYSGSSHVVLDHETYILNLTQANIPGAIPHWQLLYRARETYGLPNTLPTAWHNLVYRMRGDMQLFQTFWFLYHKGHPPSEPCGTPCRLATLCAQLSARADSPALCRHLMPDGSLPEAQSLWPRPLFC
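HMU-PC0 cleavage (9 uM final) by human placental ASM, 60 min at 37 °C following 10 min compound exposure at RT; stopped at pH 10, fluorescence Ex 386/Em 447 nm.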
Mito fusion yeast: blocks mitochondrial division or promotes mitochondrial fusion. Potency, µM (series often up to 46.1 µM), for the others: top-dose growth rescue (activation), hits mostly activators. S. cerevisiae fusion-defective mutant growth rescue, CellTiterGlo 48 h. actives 0.23% (n = 320,000). AID 485298;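 note: potency is the fitted concentration of half-maximal effect; % of control where 0% means no effect; nearly all actives have a fitted effect of over 45% in size; temperature-sensitive fusion mutants such as fzo1-1 at 37 °C on non-fermentable ethanol glycerol medium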
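Compounds are tested for their ability to restore growth of mitochondrial fusion-defective yeast strains at non-permissive 37C in YPEG medium over 48 hours. Viability is quantified by luciferase luminescence.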
Menin MLL FP TR: menin-MLL binding inhibition, Texas Red mutant peptide. actives 0.23% (n = 270,000). Potency, µM (titrated, usually from 61.6 µM), inactives show top-dose FP activity change, negative = inhibition, hits mostly inhibitors. O00255. Menin + Texas Red MLL mutant peptide, fluorescence polarization. AID 1768; active = well fitted inhibition curve with a large enough effect in the polarisation, with a control signal flat, not every such curve was filed as active; inconclusive = small, poorly fitted or top-dose-only effect, or effect the other way, or a change in a side signal; inactive = no such curve, though single readings can be large or run the other way; the % refers to the polarisation; note: potency is the fitted concentration of half-maximal effect; % of control where 0% means no effect; many of its hits are not listed in these tables
PKM2 activator: increases activity of human pyruvate kinase M2; purified PKM2, Kinase-Glo ATP luminescence, activation; response scale: 0% is enzyme alone, no compound; actives 0.34% (n = 260,000); AID 1631; Potency, µM (titrated, usually from 57.5 µM), for the others: top-dose activation, most hits filed as activators; note: potency is the fitted concentration of half-maximal effect; % is set by controls: 0 for no effect and ±100 for the full control effect; nearly all actives have a fitted effect of over 55% in size
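Purified hPK-M2 (>95% pure) converted ADP (0.1 mM final) to ATP with 0.5 mM PEP in 50 mM imidazole pH7.2, KCl, MgCl2, Tween 20, BSA; 1 h at room temperature. ATP detected by Kinase-Glo luminescence.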
Active calls of the source: *; ? = inconclusive; / = not tested or not shown; [ ] = dose if it differs, or a comment. Unless noted, calls come from the whole dose curve; as a rule, active = well fitted curve in the direction sought with a large enough effect; inconclusive = small, poorly fitted or top-dose-only effect, or another doubt; inactive = no such curve, though single readings can be large; an effect the other way counts as inactive or inconclusive. Some of the compounds tested; the hit share may differ from the screen's.

SMILES | BCR signal inh | hERG WT inh | TSHR antag | MBNL1-CUG inh | USP2a block | GALK inh | Eya2 phos inh | S-ASM inh | Mito fusion yeast | Menin MLL FP TR | PKM2 activator
Cc1ccc(NS(=O)(=O)c2ccc(NC(=O)C3CC3)cc2)c(C)c1 | ? | 4.4 | -17.7 | -6.5% | 0.8% | -7.7% | 1.1% | -7.2% | 0.2% | -5.2% | 5.6%
Fc1ccc(-n2c(Cc3ccccc3)nnc2SCc2nc(-c3ccc(Cl)cc3)no2)cc1 | 8.9% | -9.2 | 7.8 | 0.4% | -9.9% | 1.8% | -10.5% | -19.2% | ? | -2.6% | 0.6%
O=C(NCCc1ccccn1)C1CC(=O)N(Cc2ccccc2Cl)C1 (stereo not drawn) | 1.1% | 3.0 | -13.3 | 7.7% | 0.7% | 2.5% | -5.6% | 3.6% | -3.3% | 10.5%[11.7 µM] | 0.0%
O=C(CC1SC(=Nc2ccccc2)N(CCc2c[nH]c3ccccc23)C1=O)Nc1ccccc1F (stereo not drawn) | 8.6% | -12.4 | 10.3 | / | -0.4% | 0.6% | -4.5% | ? | ? | -16.8% | -2.7%
CCC(C)(C)NC(=O)CN(C(=O)c1snc(C(N)=O)c1N)c1ccc2c(c1)OCO2 | 0.6% | -0.3 | 1.2 | ? | 2.7% | 0.4% | 6.8% | 10.4% | -1.3% | 16.4% | 0.1%
CC(C)CCNC(=O)C(CC(C)C)N(Cc1ccc2c(c1)OCO2)C(=O)c1snc(C(N)=O)c1N (stereo not drawn) | 0.8% | 2.5 | -10.1 | 7.9% | 4.0% | -2.6% | -18.7% | 194.1%[activator] | 3.9% | -15.6% | -21.5%
O=C(NCc1ccc(F)cc1)c1noc2c1CCCC2 | ? | -0.8 | 5.4 | 5.8% | 1.4% | -0.5% | 4.3% | 4.5% | -0.6% | 11.0% | 0.3%
Cc1ccc(C(=O)N2CCC3(CC2)Oc2ccc(F)cc2C(=O)C32CC(c3ccccc3)=NO2)s1 (stereo not drawn) | ? | 24.5 | -4.2 | 2.4% | 4.9% | 1.3% | -2.4% | -1.6% | 3.8% | / | 0.6%
CCN(CC)S(=O)(=O)c1ccc(S(=O)(=O)NCc2cccs2)cc1 | -9.0% | 9.9 | 1.6 | -2.8% | -1.1% | 5.8% | 3.6% | 7.5% | -1.6% | 28.1% | /
O=[N+]([O-])c1cc(F)c2cccnc2c1O | 15.8µM* | -1.7 | 32.0 | ? | -0.8% | / | 17.6% | -1.4% | -19.8% | ? | ?
COc1ccc(OC)c(NC(=O)CC2C(=O)NCCN2C(=O)c2ccccc2)c1 (stereo not drawn) | -0.1% | 1.0 | -3.3 | -5.6% | 0.3% | 1.4% | -0.4% | 6.6% | -3.7% | -1.0% | -0.8%
CN(CC(=O)NCC1CCCCC1)CC(=O)Nc1ccccc1Br | -9.3% | -9.1 | 23.3 | / | 0.6% | / | 1.3% | 3.8% | 3.7% | / | /
C[C@H](NC(=O)Cc1ccccc1)C(=O)N1CCC2(CC1)NCCc1[nH]cnc12 | -1.0% | 12.3 | 3.0 | -3.8% | 2.4% | 9.9% | -10.2% | 1.3% | -9.4% | / | /
O=C(Nc1ccccc1N1CCN(C(=O)c2ccccc2)CC1)c1ccc(Cl)cc1 | 5.8% | 31.6 | -7.3 | -3.3% | -2.3% | 1.2% | -4.2% | -6.8% | -5.0% | ? | 1.5%
CCN(C(=O)CN1CCCCCC1)c1c(N)n(Cc2ccccc2)c(=O)[nH]c1=O | ? | -6.3 | -11.8 | / | 4.0% | / | -2.7% | 32.4%[activator] | / | / | /
CC(=O)c1cccc(NC(=O)c2sc3nc4n(c(=O)c3c2C)CCCC4)c1 | 1.5% | 13.6 | -131.6* | 8.2% | -0.2% | 5.9% | 3.6% | 1.3% | 17.0% | 19.3% | 0.7%[0.46 µM]
CCc1ccc(C(=O)COC(=O)C(Cc2ccccc2)NC(=O)C2CCC(C)CC2)cc1 (stereo not drawn) | -6.4% | -3.1 | 1.6 | -0.3% | 0.2% | -2.9% | 1.2% | 0.5% | -0.7% | ? | -2.9%
Cc1cccc(C)c1NC(=O)CN(C)C(=O)[C@H](C)NC(=O)c1ccco1 | 0.9% | -23.0 | 9.9 | / | 0.3% | / | -13.7% | 5.9% | -1.4% | / | /
CCOc1cc(NC(=O)c2cccs2)c(OCC)cc1NC(=O)c1ccco1 | 0.8% | -17.6 | -9.0 | -2.4% | 4.1% | 0.0% | 12.9% | 26.3% | -0.8% | -0.2% | -0.2%
O=C(NC(Cc1c[nH]c2ccccc12)C(=O)Nc1ccc(F)cc1)c1cccs1 (stereo not drawn) | ? | -5.4 | 2.7 | -8.0% | 1.7% | -1.7% | -12.6% | -8.6% | 5.8% | 11.9% | 15.3%
CCOC(=O)N1CCN(CCC(=O)Nc2ccc(Br)cc2)CC1 | 8.7% | -15.9 | -7.3 | -2.2% | 3.4% | -2.1% | -23.3% | 6.5% | 0.0% | 3.6% | 1.0%
CCOC(=O)CCCNC(=O)CN1C(=O)NC(CCc2ccccc2)C1=O (stereo not drawn) | -0.5% | 0.8 | -0.7 | 0.9% | 0.2% | 18.0% | -2.5% | -0.5% | 3.4% | 10.1% | 1.8%
Cc1ccc2nc(SCC(=O)Nc3cccnc3Cl)[nH]c2c1 | 1.4% | 3.8 | -1.3 | / | 1.0% | / | -5.1% | -0.2% | 6.8% | / | /
COc1ccc(-c2noc(C(=O)NCc3ccccc3Cl)n2)cc1OC | -2.1% | -1.2 | -6.2 | 2.9% | 7.9% | -1.7% | 6.9% | -10.8% | -0.4% | 25.0% | -4.2%
CCOc1ccc(NC(=O)CCC(=O)NNC(=O)Nc2cccc(Cl)c2)cc1 | -6.5% | -2.1 | 0.1 | -11.7% | 3.0% | -2.2% | -9.7% | -1.7% | -0.8% | ? | 0.2%
CCN(CCS(=O)(=O)c1ccc(Cl)cc1)Cc1nc2ccccc2c(=O)[nH]1 | -2.8% | 3.9 | -7.3 | / | -0.5% | / | 3.4% | -2.0% | / | / | /
CCOc1ccc(NC(=O)C(C)Sc2nnnn2C)cc1 (stereo not drawn) | -1.2% | -13.1 | 2.0 | -10.3% | 0.0% | 0.7% | 1.3% | 1.2% | -5.2% | -20.5% | -9.0%
CCN(CC)S(=O)(=O)c1ccc(C)c(NS(=O)(=O)c2cc(/C=C/C(=O)O)cc(OC)c2OC)c1 | -0.4% | 1.1 | 0.6 | -0.8% | 2.7% | -0.2% | 14.0% | 1.6% | -4.2% | 1.0% | -0.4%
Cn1c(C(=O)NC2CC2)cc2c(=O)n(C)c3ccccc3c21 | -4.1% | 7.1 | 5.7 | 7.1% | -1.4% | 1.3% | -37.4% | 0.0% | 0.7% | 10.6% | -9.9%
CCOC(=O)Cc1cnc(NC(=O)NC(C(=O)OCC)(c2ccccc2)C(F)(F)F)s1 (stereo not drawn) | 4.1% | -21.8 | -3.7 | -3.8% | 0.0% | -5.0% | 9.7% | -0.3% | 1.7% | 9.7% | 1.0%
C=CCc1cccc2cc(C(=O)Nc3cccc(C(=O)O)c3)c(=O)oc12 | / | 5.8 | -8.6 | 6.5% | 2.6% | 0.4% | -4.5% | 18.0% | -3.1% | / | 1.4%
COCCn1c(C)cc(C(=O)COC(=O)c2ccccc2Br)c1C | -3.5% | -2.9 | -10.6 | -5.1% | 0.8% | 1.9% | -1.9% | -1.4% | -3.8% | 3.2% | -17.5%
Cc1[nH]c2ccccc2c1/C=C(\C#N)C(=O)NCc1ccccc1 | ? | 0.3 | -14.9 | 9.2% | 11.0% | / | 5.6% | 7.9% | -5.2% | -1.1% | 3.9%
O=C(NC1CCSc2ccccc21)c1cc(S(=O)(=O)N2CCOCC2)ccc1Cl (stereo not drawn) | 3.1% | 2.3 | 3.4 | / | 1.6% | / | 14.3% | -0.2% | 0.8% | / | /
O=C(CNC(=O)c1ccco1)OCC(=O)c1ccccc1Cl | 2.1% | 1.3 | 6.1 | -6.6% | 1.5% | 11.2% | 1.1% | 10.0% | 2.4% | 5.6% | 3.8%
Cc1ccc(CCNC(=O)CCc2nc3ccccc3[nH]2)cc1 | ? | 4.2 | 27.0 | / | -1.6% | -0.2% | 7.1% | 1.7% | 1.2% | -19.5% | -2.7%
COc1cccc(CNC(=O)C2CCCN(S(=O)(=O)c3c(C)noc3/C=C/N(C)C)C2)c1 (stereo not drawn) | 6.7% | -22.2 | -6.1 | -1.7% | 0.3% | -3.6% | 1.9% | 3.7% | 4.0% | / | /
